COUP-TFII inh: inhibitors of human COUP-TFII (NR2F2); P24468; HEK293T NGFI-A luciferase reporter, luminescence; inhibition, % at 8.6 µM; hit rate 0.7% among 370,000;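 active = inhibition above a per-plate cutoff, mean inhibition of test wells between control levels plus 3 SD, cut at about 38% in these data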;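 note: cells cotransfected with COUP-TFII expression vector driving the NGFI-A reporter; 0% = median of COUP-TF2 test wells and 100% = reporter-only cells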
ABHD5-PLIN5 inh: inhibitors of human ABHD5-perilipin-5 interaction; hit rate 0.78% among 360,000; AID 602281; inhibition, % at 4 µM; Split G. princeps luciferase complementation, luminescence, 4 h;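 active = inhibition above the mean inhibition across every tested compound plus 3 SD, cut at about 22% in these data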;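 note: 0% = DMSO only wells and the 100% control is not disclosed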
Granule exo inh: lytic granule exocytosis inhibition; inhibition, % at 10 µM; AID 651702; TALL-104 LAMP-1 surface exposure, flow cytometry; cells stimulated with thapsigargin and PMA; hit rate 0.66% among 360,000;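 active = inhibition above about 55%, limit read from the data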
TROY signal inh: blocks TROY-dependent signaling in reporter cells; hit rate 0.98% among 360,000; Q293 LMP1-TROYcd NF-kB luciferase reporter, 4 h; inhibition, % at 10 µM;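 active = compounds whose plate-normalised and pattern-corrected inhibition of the luciferase reporter signal at the single screening dose is 50% or more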
NOD2-RIPK2 inh: blocks binding of human NOD2 to RIPK2; CHO BLA complementation NOD2-RIPK2, CCF4 ratio; hit rate 0.38% among 360,000; inhibition, % at 4.98 µM; AID 624267; in the data active = inhibition above about 21%;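 note: 0% = vehicle only and 100% = reference blocker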
NCOA2 inhibitor: inhibits human steroid receptor coactivator 2; Q15596; HEK293 GAL4-SRC2 luciferase reporter, luminescence; inhibition, % at 9 µM; hit rate 0.17% among 370,000; AID 651957;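 active = inhibition above the mean inhibition of all tested compounds plus 3 SD, set per campaign, cut at about 52% in these data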;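 note: 0% = DMSO treated cells and 100% = cells given Gossypol at 36 µM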
LRH-1 inv ag: NR5A2 inverse agonism in reporter assay; inhibition, % at 3.6 µM; hit rate 0.13% among 360,000; HEK293T StAR-luciferase reporter, LRH-1 transfected, 24 h; AID 602396;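 active = inhibition above the mean inhibition of all tested compounds plus 3 SD, cut at about 73% in these data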;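 note: 0% = DMSO wells and 100% = reporter-only cells lacking LRH-1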
NCOA3 inh: inhibitors of human steroid receptor coactivator 3 (SRC3). Q9Y6Q9. HEK293 GAL4-SRC3 luciferase reporter, luminescence. inhibition, % at 3.6 µM. hit rate 0.17% among 360,000;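 active = inhibition above a per-campaign cutoff, the mean of all compounds plus 3 SD, cut at about 60% in these data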;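 note: 0% = DMSO-treated cells and 100% = gossypol-treated cells at 36 µM; higher means less SRC3-driven luciferase light from the GAL4 reporter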
TLR9-MyD88 inh: inhibitors of human TLR9-MyD88 binding. Q9NR96+Q99836. CHO BLA complementation TLR9-MyD88, CCF4 FRET ratio. inhibition, % at 4.98 µM. hit rate 0.21% among 340,000. AID 504734;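 active = inhibition above the mean over all tested compounds plus 3 SD, cut at about 21% in these data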;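 note: 0% = DMSO only wells and 100% = clavulanate BLA inhibitor control wells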
Target sequence (Q99836 whole entry, looked up): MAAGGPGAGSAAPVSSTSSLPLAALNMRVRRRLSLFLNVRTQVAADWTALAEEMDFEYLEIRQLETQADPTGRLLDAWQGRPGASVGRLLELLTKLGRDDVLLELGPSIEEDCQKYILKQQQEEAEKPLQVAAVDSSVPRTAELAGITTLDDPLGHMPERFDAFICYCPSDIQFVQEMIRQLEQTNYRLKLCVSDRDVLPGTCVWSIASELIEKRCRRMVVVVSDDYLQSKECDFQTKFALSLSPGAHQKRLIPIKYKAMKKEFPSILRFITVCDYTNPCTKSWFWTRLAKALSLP
Target sequence (Q9NR96 whole entry, looked up): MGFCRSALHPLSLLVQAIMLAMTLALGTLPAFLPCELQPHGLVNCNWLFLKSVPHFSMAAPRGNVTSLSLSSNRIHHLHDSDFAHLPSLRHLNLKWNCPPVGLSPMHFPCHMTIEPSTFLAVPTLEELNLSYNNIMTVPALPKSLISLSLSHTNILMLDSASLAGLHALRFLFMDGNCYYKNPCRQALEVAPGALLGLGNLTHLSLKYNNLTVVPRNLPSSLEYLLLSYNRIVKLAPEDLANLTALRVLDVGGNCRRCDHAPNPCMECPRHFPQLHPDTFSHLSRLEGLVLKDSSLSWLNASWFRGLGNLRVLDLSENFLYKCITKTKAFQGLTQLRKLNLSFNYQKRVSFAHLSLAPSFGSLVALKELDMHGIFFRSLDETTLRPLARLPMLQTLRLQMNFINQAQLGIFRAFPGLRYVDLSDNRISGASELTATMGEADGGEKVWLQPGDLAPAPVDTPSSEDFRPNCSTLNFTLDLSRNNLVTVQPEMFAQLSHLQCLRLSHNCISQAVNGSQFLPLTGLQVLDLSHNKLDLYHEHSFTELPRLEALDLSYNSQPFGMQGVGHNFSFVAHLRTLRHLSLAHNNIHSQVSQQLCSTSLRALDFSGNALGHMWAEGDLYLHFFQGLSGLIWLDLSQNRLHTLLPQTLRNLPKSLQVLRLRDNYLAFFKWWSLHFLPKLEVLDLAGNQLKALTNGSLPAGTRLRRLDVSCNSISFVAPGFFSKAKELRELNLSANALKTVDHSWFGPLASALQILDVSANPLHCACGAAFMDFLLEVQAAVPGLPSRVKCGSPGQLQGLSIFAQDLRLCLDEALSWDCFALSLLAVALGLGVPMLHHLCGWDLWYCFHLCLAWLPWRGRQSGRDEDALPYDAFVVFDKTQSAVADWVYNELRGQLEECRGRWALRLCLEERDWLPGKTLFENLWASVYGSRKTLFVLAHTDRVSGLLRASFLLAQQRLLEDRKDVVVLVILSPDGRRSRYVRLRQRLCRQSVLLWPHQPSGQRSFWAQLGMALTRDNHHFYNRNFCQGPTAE
TWEAK Fn14 block: TWEAK-Fn14 signaling inhibition; TWEAK-stimulated Fn14 reporter cells, luciferase luminescence, 8 h; AID 1159606; hit rate 2% among 360,000; inhibition, % at 10 µM; in the data active = inhibition above about 50%
SRC1 inh: inhibits human SRC1 coactivator | HEK293 GAL4-SRC1 luciferase reporter, luminescence | inhibition, % at 3.6 µM | hit rate 0.12% among 360,000 | AID 588354;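 active = inhibition above the campaign mean plus 3 SD, with each screening campaign given its own cutoff, cut at about 60% in these data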;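 note: 0% = DMSO treated cells and 100% = gossypol at 36 µM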
The depositor's hits bear a star; . = no result given.

No.	SMILES	TWEAK Fn14 block	NCOA3 inh	NOD2-RIPK2 inh	TROY signal inh	LRH-1 inv ag	Granule exo inh
1	COc1ccc(CCN2CCCC(CN(C)Cc3cc(Cl)c(O)c(OC)c3)C2)cc1 (stereo unspecified)	0	13	-3	24	0	56*
2	CN(CC(=O)Nc1ccc(F)cc1Cl)Cc1cccs1	29	18	-9	-12	12	30
3	COC(=O)c1sc2ccccc2c1NC(=O)c1cccs1	4	32	-6	-1	-1	4
4	CCOC(=O)/C(C#N)=C1\C(=O)N(Cc2ccccc2)c2ccccc21	25	15	-9	-2	-35	9
5	O=C(Cc1ccccc1)Nc1ccc(C(=O)Nc2ccc(O)cc2)cc1	-38	-32	0	-21	-1	-1
6	Nc1cc(Cl)ccc1C(=O)OCC(=O)NCc1cccs1	-57	-8	-6	-28	-3	2
7	COc1ccc(NC(=O)CNC(=O)c2ccc([N+](=O)[O-])cc2)cc1	5	8	0	-1	-2	-4
8	CC(Sc1nnc(C(F)(F)F)n1C)C(=O)Nc1ccc(N2CCOCC2)cc1 (stereo unspecified)	-10	12	7	8	-11	-1
9	O=C(NC1CC1)c1ccc(NC(=O)C2CCC2)cc1	-10	-7	13	-14	-3	-5
10	Cc1cc(NC(=O)CSc2nccn2-c2ccc([N+](=O)[O-])cc2)no1	10	3	1	-9	-4	-1
11	O=C(Oc1cccc(C(=O)N2CCOCC2)c1)c1ccc(Br)cc1	10	-2	-7	33	2	8
12	CC(=O)Nc1ccc(OCC(O)Cn2c3ccccc3c3ccccc32)c(C)c1 (stereo unspecified)	58*	37	-2	42	16	3
13	Cc1ccc(-c2c(C(=O)N/N=C/C3CCCCC3)nnn2-c2nonc2N)cc1	-15	-18	12	2	6	-5
14	Cc1ncc(NS(=O)(=O)c2ccc(N)cc2)nc1C	2	12	4	-12	-3	11
15	COc1ccc(CN2CCNC(=O)C2CC(=O)NC2CCCCCCC2)cc1OC (stereo unspecified)	16	19	14	1	-2	-5

No.	NCOA2 inhibitor	COUP-TFII inh	SRC1 inh	TLR9-MyD88 inh	ABHD5-PLIN5 inh
1	-6	-15	-11	-11	-3
2	3	5	7	-1	-3
3	-2	10	-21	0	3
4	11	-3	12	-6	0
5	-36	-16	-19	-4	3
6	12	-1	-27	9	2
7	-13	-15	2	1	0
8	-12	-10	-13	1	-2
9	-12	-3	-13	9	0
10	18	-9	-17	8	3
11	-20	-5	-7	-9	-6
12	11	29	6	-3	10
13	36	24	6	6	-2
14	-10	0	0	3	-1
15	10	-27	7	1	-1

Next section.
No.	SMILES	TWEAK Fn14 block	NCOA3 inh	NOD2-RIPK2 inh	TROY signal inh	LRH-1 inv ag	Granule exo inh
16	COc1ccc(C(=O)OCC(=O)Nc2sccc2C(N)=O)cc1OC	7	-28	1	5	-17	-2
17	Cc1ccc(C(=O)CSc2nnc(-c3snnc3C)n2C2CC2)cc1	-11	12	-2	12	14	3
18	O=C(COC(=O)c1cc(=O)[nH]c2ccccc12)c1ccc(Br)cc1	-7	3	-5	-21	3	-2
19	CCC(C(=O)NCCCN1CCN(CC)CC1)n1nc(C)n2c(cc3occc32)c1=O (stereo unspecified)	12	13	1	-8	12	1
20	Cc1ccc(NC(=O)COC(=O)c2cc(=O)c3ccccc3o2)c(Br)c1	1	17	-2	-7	65	3
21	CCOC(=O)C(=NCCCN(C)C)NNc1cc(C(F)(F)F)ccc1Cl	3	23	4	-10	2	10
22	CCOC(=O)C12CNC(=O)C(C(=O)OCC)(CNC1=O)C2	-17	7	-2	-4	22	1
23	CC(C)(C)OC(=O)N[C@H](Cc1ccccc1)C(=O)N1CCC(C(=O)O)CC1	-1	-1	4	19	2	0
24	COc1ccc(Cl)cc1-c1nc(SCC(=O)NC2CC2)n[nH]1	3	8	-3	10	3	2
25	Cc1cccc(C)c1NS(=O)(=O)c1ccc2c(c1)NC(=O)CO2	-7	2	3	-2	11	4
26	COc1cccc(NC(=O)NC2(C(=O)N3CCN(C)CC3)CCCCC2)c1	-2	1	3	6	1	-7
27	COC(=O)c1cn(C(=O)c2cccc(Br)c2)c2ccccc12	3	-6	5	-3	-6	-8
28	Cc1nnc(SCC(=O)Nc2cccc(Cl)c2)n1CC1CCCO1 (stereo unspecified)	-10	-11	-12	-14	-8	-4
29	CCn1c(=O)n(CC)c2cc(S(=O)(=O)Nc3ccccc3C)c(C)cc21	26	25	11	14	14	-1
30	CCOc1cc(/C=C/C(=O)O)ccc1OCCOc1ccc(F)cc1	4	10	-4	11	-5	-3

No.	NCOA2 inhibitor	COUP-TFII inh	SRC1 inh	TLR9-MyD88 inh	ABHD5-PLIN5 inh
16	7	4	0	2	-5
17	-42	2	-28	3	4
18	22	8	-31	0	1
19	1	-5	-2	-7	-1
20	-14	4	2	7	12
21	9	3	-6	4	1
22	-14	7	6	6	1
23	-23	-6	-10	4	-7
24	-2	16	8	2	-2
25	-23	-3	4	-8	-7
26	-8	7	16	5	5
27	11	17	-15	4	2
28	2	-4	-21	-3	-1
29	3	-45	1	1	0
30	14	4	-4	2	1

(more compounds)
No.	SMILES	TWEAK Fn14 block	NCOA3 inh	NOD2-RIPK2 inh	TROY signal inh	LRH-1 inv ag	Granule exo inh
31	CC(C)CCN1C(=O)CCC1(C)C(=O)NC1CCCCCC1 (stereo unspecified)	26	18	-3	11	1	-3
32	Cc1c(C2(O)CCCCC2)[nH]c2ccc(C(F)(F)F)cc12	-67	-102	5	-14	-40	10
33	CSc1ccccc1NC(=O)Cn1c(-c2cscn2)nc2ccccc21	-22	-6	-3	0	14	-3
34	CCN(c1c(C)n(C)n(-c2ccccc2)c1=O)S(C)(=O)=O	-4	-15	-16	-3	1	-1
35	Nc1c(N(Cc2ccco2)C(=O)c2ccc(Br)cc2)c(=O)[nH]c(=O)n1Cc1ccccc1	3	1	0	-22	10	0
36	COc1ccc(C(C)(O)c2nc(-c3cncnc3)cs2)cc1 (stereo unspecified)	-29	0	1	-65	7	4
37	COc1ccc(C(=O)N/N=C(\C)c2ccccn2)cc1OC	-95	19	0	-25	35	4
38	COc1ccc(OCC(=O)OCC(=O)N2C(C)CCCC2C)cc1 (stereo unspecified)	10	-13	1	-11	13	-2
39	Cc1ccccc1OCC(=O)N/N=C/c1cccc(Oc2ccc([N+](=O)[O-])cc2[N+](=O)[O-])c1	63*	13	1	30	-20	14
40	CCOc1cc(C(=O)N(C)CC(=O)Nc2cccc3ccccc23)ccc1OC	0	12	0	-1	-10	0
41	O=C(COC(=O)Cc1ccccc1F)NCCc1ccccc1	5	14	1	-15	0	0
42	Cc1nc(SCC(=O)N2CC(=O)Nc3ccccc32)nc(C)c1C	4	-12	-3	11	20	-3
43	Cc1csc(Nc2cccc3ccccc23)n1	2	11	-3	-22	-9	1
44	Fc1cccc(Cl)c1CSc1nnc(-c2ccncc2)o1	-31	-78	9	-51	-56	-9
45	CC(C)Cc1nnc(NC(=O)CCC(=O)N2CCN(c3ccc(F)cc3)CC2)s1	15	0	-6	-21	-1	3
46	C[C@H](CO)N1C[C@H](C)[C@@H](CN(C)C(=O)Nc2ccccc2)Oc2c(NC(=O)Cc3ccccc3)cccc2C1=O	4	5	0	-2	-7	0

No.	NCOA2 inhibitor	COUP-TFII inh	SRC1 inh	TLR9-MyD88 inh	ABHD5-PLIN5 inh
31	.	.	-21	0	-3
32	-33	-25	-60	-8	-11
33	7	2	7	0	6
34	-2	-10	-8	7	4
35	-1	6	-5	-22	7
36	-21	11	1	.	7
37	15	-45	15	-13	6
38	-32	-6	-1	-4	4
39	8	-2	4	2	4
40	-34	5	-3	3	-5
41	13	-4	-33	-7	5
42	-3	7	2	5	1
43	-23	-4	-4	4	9
44	-107	-46	-57	-2	-1
45	-18	-21	-7	-8	0
46	-7	-8	-1	4	-1

Eight structures from above, sorted by SMILES length, descending.
No.	SMILES	TWEAK Fn14 block	NCOA3 inh	NOD2-RIPK2 inh	TROY signal inh	LRH-1 inv ag	Granule exo inh
39	Cc1ccccc1OCC(=O)N/N=C/c1cccc(Oc2ccc([N+](=O)[O-])cc2[N+](=O)[O-])c1	63*	13	1	30	-20	14
45	CC(C)Cc1nnc(NC(=O)CCC(=O)N2CCN(c3ccc(F)cc3)CC2)s1	15	0	-6	-21	-1	3
24	COc1ccc(Cl)cc1-c1nc(SCC(=O)NC2CC2)n[nH]1	3	8	-3	10	3	2
28	Cc1nnc(SCC(=O)Nc2cccc(Cl)c2)n1CC1CCCO1 (stereo unspecified)	-10	-11	-12	-14	-8	-4
31	CC(C)CCN1C(=O)CCC1(C)C(=O)NC1CCCCCC1 (stereo unspecified)	26	18	-3	11	1	-3
6	Nc1cc(Cl)ccc1C(=O)OCC(=O)NCc1cccs1	-57	-8	-6	-28	-3	2
41	O=C(COC(=O)Cc1ccccc1F)NCCc1ccccc1	5	14	1	-15	0	0
43	Cc1csc(Nc2cccc3ccccc23)n1	2	11	-3	-22	-9	1

No.	NCOA2 inhibitor	COUP-TFII inh	SRC1 inh	TLR9-MyD88 inh	ABHD5-PLIN5 inh
39	8	-2	4	2	4
45	-18	-21	-7	-8	0
24	-2	16	8	2	-2
28	2	-4	-21	-3	-1
31	.	.	-21	0	-3
6	12	-1	-27	9	2
41	13	-4	-33	-7	5
43	-23	-4	-4	4	9

The list is partial; the hit share may differ from the screen's.
